From PubChem
KLF5 inh: inhibitors of KLF5 expression; DLD-1 KLF5 promoter-luciferase reporter, luminescence; AID 1700; inhibition, % at 5 µM; 290,000 tested, 0.23% active;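 active = inhibition above a per-plate limit of that plate's mean compound inhibition plus 3 SD, cut at about 60% in these data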;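 note: 0% = DMSO wells and 100% = LY294002 at 200 µM; higher means less KLF5 promoter-driven luciferase light; inactives centre near -14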
GSK3 alpha inh: human GSK-3 alpha kinase inhibition; P49840; ADP-Glo luminescence, 60 min; inhibition, % at 10 µM; 320,000 tested, 0.1% active; AID 2650;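 in the data active = inhibition above about 50%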;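 note: GST-tagged GSK-3 alpha with peptide substrate and 25 µM ATP; 0% = DMSO neutral wells and 100% = GW8510 positive control wells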
Target sequence (P49840 whole entry, looked up): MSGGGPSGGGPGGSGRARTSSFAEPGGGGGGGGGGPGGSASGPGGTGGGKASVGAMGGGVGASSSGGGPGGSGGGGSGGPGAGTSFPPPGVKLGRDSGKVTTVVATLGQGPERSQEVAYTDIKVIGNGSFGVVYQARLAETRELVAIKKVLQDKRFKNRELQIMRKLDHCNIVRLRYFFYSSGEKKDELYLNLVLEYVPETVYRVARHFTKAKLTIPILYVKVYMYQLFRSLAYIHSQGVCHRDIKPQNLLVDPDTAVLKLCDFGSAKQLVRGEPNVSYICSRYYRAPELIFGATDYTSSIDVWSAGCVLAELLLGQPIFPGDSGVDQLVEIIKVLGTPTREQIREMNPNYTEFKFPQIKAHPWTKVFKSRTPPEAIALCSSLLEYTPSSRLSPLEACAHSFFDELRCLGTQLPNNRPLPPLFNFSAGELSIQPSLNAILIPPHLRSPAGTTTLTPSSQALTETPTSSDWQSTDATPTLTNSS
HSF1 inh: HSF1 inhibition. activity change, negative = inhibition, % at 7.5 µM (by protocol). NIH3T3-HGL HSE-luciferase, MG132-induced, luminescence 8 h; stronger effect = lower value. 300,000 tested, 0.77% active. AID 2098;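 active = more than half of replicate wells show activity change below -50%, luminescence cut by over half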;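 note: luciferase reports HSF-1 transcriptional activity via heat shock element; 0% = median of DMSO wells and -100% = zero luminescence signal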
HSP90 inh: HSP90 refolding inhibition in rabbit reticulocyte lysate. 290,000 tested, 0.91% active. luciferase refolding luminescence, 3 h. inhibition, % at 5.6 µM;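 active = inhibition above the screen-wide mean plus 3 SD, computed separately per campaign, cut at about 16% in these data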;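 note: 0% = DMSO wells and 100% = 60 µM geldanamycin wells; inhibitors lower the luminescence because luciferase stays unfolded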
IEC-6 tox: IEC-6 cytotoxicity, counter-screen for KLF5 inhibitors. 290,000 tested, 0.78% active. luminescence viability. inhibition, % at 5 µM. AID 1825; in the data active = inhibition above about 22%;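 note: 0% = plate median of test compound wells and 100% = cytotoxic reference compound wells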
GSK3B inh: human GSK3beta kinase inhibition | activity score (negative = inhibition), % at 10 µM | 300,000 tested, 0.038% active | P49841 | GST-GSK3beta kinase, ADP-Glo luminescence, 60 min; stronger effect = lower value | AID 2097;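 active = more than half of replicate wells score below -50%, meaning over 50% inhibition versus plate controls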;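 note: 0% = median DMSO wells and -100% = median GW8510 positive control wells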
Target sequence (P49841 whole entry, looked up): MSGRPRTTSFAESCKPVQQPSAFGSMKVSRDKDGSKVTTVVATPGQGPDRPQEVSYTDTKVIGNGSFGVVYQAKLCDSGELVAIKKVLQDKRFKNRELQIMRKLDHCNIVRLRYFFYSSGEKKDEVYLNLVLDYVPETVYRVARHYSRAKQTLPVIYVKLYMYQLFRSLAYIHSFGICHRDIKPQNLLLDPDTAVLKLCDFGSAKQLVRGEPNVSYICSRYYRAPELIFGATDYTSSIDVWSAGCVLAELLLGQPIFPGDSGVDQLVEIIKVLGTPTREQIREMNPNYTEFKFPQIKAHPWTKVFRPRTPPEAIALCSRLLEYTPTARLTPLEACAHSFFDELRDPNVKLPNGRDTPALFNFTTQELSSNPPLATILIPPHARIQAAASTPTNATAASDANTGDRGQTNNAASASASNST
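Assay system: GST-tagged human GSK3beta kinase, cell-free; Input: 1.6 ng GSK3beta; Medium: Tris/MgCl2 kinase buffer; Timing: 60 min enzyme reaction, room temperature; Signal: ADP-Glo luminescence quantifying ADP generated by kinase; Evaluation: score relative to plate controls; Benchmarks: DMSO neutral wells and GW8510 at 20 µM as positive.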
Platelet DG rel: platelet dense granule release activity. inhibition, %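 (compounds screened at 7.5 µM in platelet-rich plasma)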. 300,000 tested, 0.22% active. human platelet-rich plasma, SFLLRN dense granule ATP release, luminescence. AID 1663;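 active = mean replicate score, as percent of positive control, at or above 50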
HSF-1 act: increases HSF-1 driven luciferase reporter signal; 300,000 tested, 1.7% active; AID 504408; NIH3T3-HGL HSF-1 luciferase reporter, MG132, 8 h; 100% = twice DMSO control signal; activation, % at 9 µM;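 active = mean replicate activation of at least 50% with a set share of replicates each reaching 50%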;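 note: 0% = median of the neutral control wells and 100% = twice that signal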
Dyrk1A ADPGlo: blocks rat Dyrk1A kinase activity. inhibition, % at 12.5 µM. Q63470. 310,000 tested, 0.43% active. AID 504441. ADP-Glo luminescence, NFATc1 peptide; in the data active = inhibition above about 50%;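 note: plate controls were vehicle with enzyme for no effect and no enzyme for full effect; many of its hits are not listed in these tables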
aSyn 5UTR inh: MLPCN primary screen, SNCA 5' untranslated region | alpha-synuclein 5'UTR reporter, inhibitor activity | inhibition, % (tested at 7.5 µM) | 300,000 tested, 0.82% active | AID 1813; in the data active = inhibition above about 60%;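 note: H4 neuroglioblastoma cells stably carrying SNCA 5'UTR luciferase fusion; 0% = DMSO wells and 100% = positive control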
* hit, by the source's call; . = no result given.

SMILES | KLF5 inh | GSK3 alpha inh | HSF1 inh | HSP90 inh | IEC-6 tox | GSK3B inh | Platelet DG rel | HSF-1 act | Dyrk1A ADPGlo | aSyn 5UTR inh
COCCCNC(=O)CC(NS(=O)(=O)c1ccc(C)cc1)c1ccco1 (centres undefined) | 6 | 0 | -3 | 0 | 2 | 2 | -11 | -11 | -9 | 2
COc1ccccc1CNc1ncnc2cc(OC)c(OC)cc12 | 12 | -2 | -1 | 0 | 5 | 0 | 3 | -20 | 3 | 5
COc1ccc(Cn2c(=O)c3[nH]cnc3n(-c3ccc(C)cc3)c2=O)cc1 | -45 | 3 | -4 | -2 | -1 | 2 | -6 | 6 | -3 | 19
Cc1ccc(C2(C(F)(F)F)N=C3Sc4cc(C)cc(C)c4N3C(=O)N2)cc1 (centres undefined) | 9 | -2 | 6 | 1 | 6 | 1 | 0 | 4 | -6 | -42
COc1ccccc1C(O)(C(=O)NN(C)c1ccccc1)c1ccccc1OC | -4 | 0 | -7 | 0 | 4 | -6 | 26 | 5 | -5 | -5
CC(C)C[C@@H](CSc1ccc(Br)cc1)N1CCN(CCc2ccccc2)CCC1=O | . | -2 | 30 | . | . | -1 | -3 | 26 | 8 | -21
CCCCN(C(=O)CSc1nnc(-c2ccccc2)n1C)c1c(N)n(Cc2ccccc2)c(=O)[nH]c1=O | 0 | -3 | 0 | -2 | -2 | 3 | -1 | 19 | -5 | -11
N#Cc1c(SCC(=O)O)nc(-c2ccccc2)c2c1CCCC2 | -24 | -1 | -4 | -4 | -3 | 3 | 14 | -7 | -6 | -17
CSC[C@H](NC(=O)Cc1c(C)c2cc3c(C)c(C)oc3cc2oc1=O)C(=O)N[C@@H](Cc1ccccc1)C(=O)O | -3 | -2 | 1 | -3 | -1 | 1 | 1 | 7 | 14 | 18
CSCCC(NC(=O)c1ccccc1Br)C(=O)NCC(C)(C)N1CCOCC1 (centres undefined) | . | 1 | -4 | . | . | -1 | -1 | -5 | -3 | 9
Cc1ccc(NC(=O)CS(=O)CC(=O)N(c2ccccc2)C(C)C(=O)NC2CCCC2)cc1 (centres undefined) | -122 | 4 | 5 | 4 | -1 | 1 | 0 | 5 | 4 | 11
CC(=O)c1cc(NC(=O)c2ccc(C)cc2)c(=O)oc1/C=C/N(C)C | -21 | . | 2 | 0 | -5 | 0 | 4 | -3 | -1 | -78
CCCCn1c(SCC(=O)NCc2ccco2)nc2cc(S(N)(=O)=O)ccc21 | -40 | -1 | 6 | -6 | 1 | -1 | 4 | -5 | 0 | 11
O=C(/C=C/c1ccccc1)c1ccc2c(c1)OCO2 | -110 | 4 | 14 | -2 | 0 | 4 | -20 | 10 | 1 | -206
COc1ccc(C(=O)NNC(=O)c2snnc2C)cc1 | -17 | 0 | -5 | 1 | -2 | 0 | 1 | 8 | 2 | -16
Nc1ncnc(Nc2c(F)cccc2F)n1 | -4 | -1 | 1 | 3 | 6 | -3 | 3 | -12 | -1 | -13
O=C(c1ccc(NS(=O)(=O)c2cccs2)cc1)N1CCOCC1 | -5 | 0 | -6 | 5 | 4 | 1 | -14 | -20 | -3 | -13
COc1ccc(C(CNC(=O)C(C)c2ccc3cc(OC)ccc3c2)N(C)C)cc1 (centres undefined) | 4 | 0 | 2 | 1 | -1 | 4 | 6 | 2 | -1 | -2
Cc1ccc(Cl)cc1N1CCN(C(=O)c2cccc3c(=O)c(C)c(-c4ccccc4)oc23)CC1 | -27 | . | -5 | -5 | -1 | 5 | -2 | 3 | 6 | -32
COc1ccc2[nH]c(N=Nc3ccccc3C)c(O)c2c1 | 6 | -3 | -7 | 1 | 4 | 3 | 13 | 30 | 0 | -207
Cc1ccc(N=C2NC(=O)/C(=C/c3cn(C)c4ccccc34)S2)cc1C | -22 | -2 | . | 2 | 5 | . | . | . | -6 | .
CC1C(=O)N2CCCc3cc(NS(=O)(=O)c4ccc([N+](=O)[O-])cc4)cc1c32 (centres undefined) | . | -4 | 7 | . | . | 0 | 4 | 16 | 5 | 5
CC(C)(C)NC(=O)NC(=O)COC(=O)CNC(=O)c1cccc(F)c1 | 11 | -6 | -4 | -1 | -6 | -1 | -7 | 0 | 2 | 16
Cc1cc(NS(=O)(=O)c2ccc(NC(=O)COc3ccccc3Cl)cc2)no1 | -21 | -4 | -12 | 1 | -3 | -5 | 3 | -24 | 3 | -6
CCOC(=O)c1nc(Nc2ccc(C(=O)O)cc2)c2ccccc2n1 | -2 | 5 | -6 | 3 | 5 | 1 | -6 | 14 | 12 | 6
SMILES | KLF5 inh | GSK3 alpha inh | HSF1 inh | HSP90 inh | IEC-6 tox | GSK3B inh | Platelet DG rel | HSF-1 act | Dyrk1A ADPGlo | aSyn 5UTR inh
C#CCOCCOCCOCCNc1nc(N2CCN(C(=O)[C@H](CCC(=O)O)n3cc(C(N)Cc4ccc(O)cc4)nn3)CC2)nc(N2CCN(C(=O)[C@H](Cc3ccc(O)cc3)n3cc(C(N)CC(C)C)nn3)CC2)n1 (some centres undefined) | . | . | 1 | . | . | 0 | 0 | -6 | . | 10
COc1cc(CN2CCN(c3cccc(Cl)c3)CC2)cc(OC)c1OC | -7 | -3 | -2 | 1 | 20 | 3 | 18 | 16 | 4 | 9
Cc1ccc(NC(=O)c2ccc(OC(=O)CCN3C(=O)c4ccccc4C3=O)cc2)cc1 | -117 | 2 | 20 | -5 | -8 | 0 | 1 | 17 | 3 | -146
CCSc1nsc(NC(=O)Nc2cccc(C(C)=O)c2)n1 | -105 | -2 | -19 | 1 | -3 | 2 | -1 | -18 | 2 | -111
CCCC[N+](CC#Cc1ccccc1)(CCCC)CCCS(=O)(=O)[O-] | -33 | 3 | -2 | -1 | -3 | -5 | -3 | 1 | 2 | 3
OC1(c2ccc(Br)cc2)CN(c2ccccc2)C2=[N+]1CCS2 (centres undefined) | 6 | -4 | 16 | -1 | -4 | -3 | 17 | 22 | . | -55
Cc1cc(C)n2nc(C(=O)Nc3c(C)nn(Cc4ccc(F)cc4)c3C)cc2n1 | -25 | 2 | 14 | 1 | 8 | 0 | 31 | 42 | -6 | 8
CCn1c(CC(=O)Nc2ccc(OC)cc2)nnc1SCC(=O)N1CCOCC1 | -33 | 1 | -3 | -4 | 5 | 3 | 3 | 11 | -5 | 6
Cc1ccc(N2C(=O)CC(Sc3ncn[nH]3)C2=O)cc1C (centres undefined) | -8 | -3 | -10 | 3 | -1 | 2 | 10 | -15 | 7 | 3
COc1ccc(C(C)(C)C)cc1NC(=O)c1ccc[n+]([O-])c1 | 18 | 0 | -3 | -1 | -2 | 1 | -1 | -16 | -1 | -22
C=CCCN(C(C(=O)OC)C(C)C)S(=O)(=O)c1ccccc1Br (centres undefined) | . | 1 | 4 | . | . | -1 | 3 | 6 | 0 | 15
CCCn1c(O)c(N=NC(=O)CNC(=O)/C=C/c2ccc(OC)cc2)c2ccccc21 | 1 | -3 | -8 | 0 | -5 | 1 | -1 | 4 | 0 | 25
COc1ccc(NCC(=O)N/N=C/C=C\c2ccccc2)cc1 | -7 | -4 | 9 | -3 | 6 | 0 | -7 | 3 | -2 | -24
CCOC(=O)N1CCN(C(=O)C2CCC(=O)N(Cc3ccc(Cl)cc3)C2)CC1 (centres undefined) | -18 | -1 | -5 | -4 | -3 | 4 | 3 | 14 | -3 | -9
O=C(NCc1nc2ccccc2[nH]1)C1=C[C@H](c2ccc3c(c2)OCO3)C[C@H](OCCCCO)O1 | -9 | 0 | -5 | 12 | 8 | -5 | 16 | -9 | 4 | 17
CC(=O)C1=C(c2ccccc2)NC(=O)NC1c1ccc(O)c(Cl)c1 (centres undefined) | -12 | 0 | 7 | 5 | -7 | 3 | -6 | 1 | 23 | 23
CNC(=O)COc1coc(CN2CCN(c3ccccc3)CC2)cc1=O | -19 | 5 | -1 | -1 | 2 | 0 | -6 | -7 | -1 | -19
CC(=O)Nc1cc(C(=O)NCc2ccco2)ccc1Sc1ccc(F)cc1 | -18 | -1 | -8 | -3 | 2 | -1 | -21 | 4 | -2 | 17
Cc1csc2ncc(C(=O)Nc3cccc(C(F)(F)F)c3)c(=O)n12 | . | 2 | 0 | . | . | 2 | 10 | 7 | 0 | -128
COc1ccc(C(=O)CNc2ccccc2Br)cc1 | -109 | -1 | -2 | 8 | -4 | 2 | -1 | -1 | 6 | -181
N#CC1=C(N)C(C#N)(C#N)[C@H](c2ccncc2)[C@H]2CC3(CC=C12)OCCO3 | -44 | 0 | -2 | 5 | -4 | 0 | -1 | -1 | 3 | 9
O=C(Oc1ccc2c(c1)OCO2)c1ccc(F)cc1Cl | -10 | -3 | 26 | 2 | 3 | -2 | 2 | 63* | -3 | -176
N#CC[C@H](Cc1ccccc1)N1CCN(CCc2ccccc2)CCC1=O | -20 | 2 | -2 | -5 | -1 | 2 | 4 | 7 | 9 | 4

Filtered by structure, the compounds so far with a Cl atom (6)
SMILES | KLF5 inh | GSK3 alpha inh | HSF1 inh | HSP90 inh | IEC-6 tox | GSK3B inh | Platelet DG rel | HSF-1 act | Dyrk1A ADPGlo | aSyn 5UTR inh
Cc1ccc(Cl)cc1N1CCN(C(=O)c2cccc3c(=O)c(C)c(-c4ccccc4)oc23)CC1 | -27 | . | -5 | -5 | -1 | 5 | -2 | 3 | 6 | -32
Cc1cc(NS(=O)(=O)c2ccc(NC(=O)COc3ccccc3Cl)cc2)no1 | -21 | -4 | -12 | 1 | -3 | -5 | 3 | -24 | 3 | -6
COc1cc(CN2CCN(c3cccc(Cl)c3)CC2)cc(OC)c1OC | -7 | -3 | -2 | 1 | 20 | 3 | 18 | 16 | 4 | 9
CCOC(=O)N1CCN(C(=O)C2CCC(=O)N(Cc3ccc(Cl)cc3)C2)CC1 (centres undefined) | -18 | -1 | -5 | -4 | -3 | 4 | 3 | 14 | -3 | -9
CC(=O)C1=C(c2ccccc2)NC(=O)NC1c1ccc(O)c(Cl)c1 (centres undefined) | -12 | 0 | 7 | 5 | -7 | 3 | -6 | 1 | 23 | 23
O=C(Oc1ccc2c(c1)OCO2)c1ccc(F)cc1Cl | -10 | -3 | 26 | 2 | 3 | -2 | 2 | 63* | -3 | -176

A portion of the library; count on the stated rates, not on these rows.
